Screens deposited in PubChem BioAssay by several laboratories.
TNFa cytotox = toxic to HUVEC cells under TNF alpha stimulation; HUVEC TNFalpha-stimulated, Hoechst cell count, imaging; cell count reduction, % at 2 µM; actives 0.17% (n = 93,000); AID 848;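 active = cell count reduction exceeding the screen mean by over 5 SD, scaled to untreated wells per plate, cut at about 78% in these data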;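 also: cells counted after 24 h of TNF alpha exposure following the 1 h pretreatment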
IL1B cytotox = toxic to HUVEC cells under IL-1B stimulation; actives 0.41% (n = 94,000); HUVEC cell count loss, Hoechst imaging, IL-1B stimulated; cell count reduction, % at 2 µM;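 active = cell count reduction more than 3 SD above the screen-wide mean, cut at about 70% in these data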;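 also: normalized per plate to untreated control cells as the no-loss baseline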
cytoskel mod = cytoskeleton assembly modification. HUVEC TNFa F-actin phalloidin imaging, high content. inhibition, % at 2 µM. actives 0.18% (n = 91,000). AID 836;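 active = inhibition above the batch mean plus 3 SD and confirmed as a hit by visual image inspection, cut at about 30% in these data, passing the limit was not always enough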; also: strong numbers were not always called active
MT1-MMP txn act = MT1-MMP promoter transcription activation; HT1080 MT1-MMP promoter luciferase reporter, luminescence, overnight; active compounds read high; activation factor at 10 µM; actives 0.16% (n = 86,000);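 active = activation factor of at least 2 for MT1-MMP transcription at 10 µM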
Smad3 inh = Smad3 (human) transcription factor binding inhibition; P84022; TR-FRET Smad3/Dy647-FoxH1 peptide binding, europium anti-His; inhibition, % at 25 µM; actives 0.29% (n = 88,000);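 active = compounds that reduce the energy-transfer binding signal between the protein and its labelled peptide by more than half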;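 also: 0% = Smad3 plus labelled peptide maximal FRET and 100% = peptide-only background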
Target sequence (P84022 whole entry, looked up): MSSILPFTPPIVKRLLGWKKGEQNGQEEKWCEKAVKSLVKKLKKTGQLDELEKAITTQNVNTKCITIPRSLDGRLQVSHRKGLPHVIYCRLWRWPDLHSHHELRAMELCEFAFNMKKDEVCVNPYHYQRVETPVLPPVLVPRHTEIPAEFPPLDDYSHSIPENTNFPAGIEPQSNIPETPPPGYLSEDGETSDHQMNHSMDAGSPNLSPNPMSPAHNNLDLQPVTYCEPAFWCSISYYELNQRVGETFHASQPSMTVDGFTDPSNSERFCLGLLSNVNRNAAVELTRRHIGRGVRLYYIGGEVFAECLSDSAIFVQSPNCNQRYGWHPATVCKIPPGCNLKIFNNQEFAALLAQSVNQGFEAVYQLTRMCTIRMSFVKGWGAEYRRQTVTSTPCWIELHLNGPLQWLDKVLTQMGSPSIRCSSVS
VCAM1 TNFa inh = reduces TNF alpha induced VCAM1 expression in HUVEC; actives 0.48% (n = 95,000); inhibition, % at 2 µM; HUVEC TNFa-induced VCAM-1 immunofluorescence, high-content imaging;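 active = inhibition above the batch mean plus 3 SD, with images confirmed as a hit by eye, cut at about 37% in these data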;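 also: 0% = TNF-stimulated DMSO wells and 100% = unstimulated control wells; not every result past the cut was called active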
hDAT+cocaine = changed human dopamine transporter uptake under cocaine IC80. actives 1.3% (n = 110,000). LLC-PK1 hDAT cells, [14C]-dopamine uptake with cocaine IC80; actives deviate in either direction. Q01959. B-score at 10 µM. AID 449768;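 active = Z score or B-score, a plate-position-corrected score, falls beyond the plate's 99.7% confidence bounds, in either direction; inactive = both scores lie inside the 99.7% bounds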;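 also: scored against the spread of the other compound wells on the same plate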
Target sequence (Q01959 whole entry, looked up): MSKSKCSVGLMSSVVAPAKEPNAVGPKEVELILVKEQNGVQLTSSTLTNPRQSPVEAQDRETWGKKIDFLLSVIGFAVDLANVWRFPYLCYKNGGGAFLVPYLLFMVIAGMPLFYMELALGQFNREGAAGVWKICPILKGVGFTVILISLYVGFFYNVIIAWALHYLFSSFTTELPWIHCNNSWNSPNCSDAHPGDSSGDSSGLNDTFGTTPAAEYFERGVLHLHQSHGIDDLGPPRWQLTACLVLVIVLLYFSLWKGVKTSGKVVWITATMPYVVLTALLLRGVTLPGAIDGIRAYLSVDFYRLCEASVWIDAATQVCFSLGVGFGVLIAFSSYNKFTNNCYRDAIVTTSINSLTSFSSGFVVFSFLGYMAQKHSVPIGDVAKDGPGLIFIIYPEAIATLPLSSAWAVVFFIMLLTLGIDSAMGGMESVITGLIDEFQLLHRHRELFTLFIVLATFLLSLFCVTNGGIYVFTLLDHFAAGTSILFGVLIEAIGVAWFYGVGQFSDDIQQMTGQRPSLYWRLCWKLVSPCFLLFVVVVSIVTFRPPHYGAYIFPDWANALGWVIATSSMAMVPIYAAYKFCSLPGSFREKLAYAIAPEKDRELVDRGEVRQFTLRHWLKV
Candida biofilm = kills Candida albicans biofilms; C. albicans biofilm + clotrimazole, Alamar Blue; inhibition, % at 6 µM; actives 0.14% (n = 85,000); AID 834;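 active = inhibition above 20%; inactive = inhibition below 20%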;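 also: preformed 24 hr biofilms exposed to compound for 48 hr; 0% = biofilm without compound and 100% = blank killed by clotrimazole plus chlorhexidine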
LYP inh 2 = LYP (human) phosphatase inhibition; Q9Y2R2; recombinant LYP catalytic domain, DiFMUP fluorescence; inhibition, % at 2 µM; actives 0.21% (n = 96,000); AID 640;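 active = inhibition at 2 µM at or above a set limit, the screen mean plus 3 SD, cut at about 24% in these data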;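 also: 0% = DMSO with enzyme and 100% = enzyme fully blocked by orthovanadate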
* = called active by the depositor; [ ] = dose if it differs, or a comment. Some of the compounds tested (hit frequency here may not be typical).

Screening COc1ccccc1CNC(=O)C1CCN(Cc2nc(-c3cccc(Cl)c3)oc2C)CC1 returned TNFa cytotox -2, IL1B cytotox -5, cytoskel mod 9, MT1-MMP txn act 1.2, Smad3 inh 5, VCAM1 TNFa inh 16, hDAT+cocaine 1.4, Candida biofilm -3 and LYP inh 2 -9.
`O=S(=O)(c1cccc(Cl)c1Cl)N1CCCCC1` gave TNFa cytotox 9, IL1B cytotox -20, cytoskel mod -7, MT1-MMP txn act 1.1, Smad3 inh -2, VCAM1 TNFa inh 8, hDAT+cocaine -0.085, Candida biofilm 3 and LYP inh 2 -18.
`S=C1COC(c2ccccc2)N1c1ccccc1` (stereo unspecified) gave TNFa cytotox -1, IL1B cytotox -11, cytoskel mod -9, MT1-MMP txn act 1.3, Smad3 inh 7, VCAM1 TNFa inh 10, hDAT+cocaine -0.5 and LYP inh 2 -24.
For CCOC(=O)/C(N)=C/c1ncc(C(F)(F)F)cc1Cl the results were TNFa cytotox -4, IL1B cytotox -5, cytoskel mod -10, VCAM1 TNFa inh 10, hDAT+cocaine -0.67 and LYP inh 2 2.
For O=C(CSc1nnc(Cc2ccccc2)o1)NCCc1ccccc1 the results were TNFa cytotox -3, IL1B cytotox -14, cytoskel mod -2, MT1-MMP txn act 1.1, Smad3 inh 1, VCAM1 TNFa inh 7, hDAT+cocaine -0.2, Candida biofilm 2 and LYP inh 2 -28.
`COc1ccccc1C(CC(=O)Nc1nccs1)c1ccco1` (stereo unspecified) gave TNFa cytotox -36, IL1B cytotox 0, cytoskel mod 2, MT1-MMP txn act 1.2, Smad3 inh 7, VCAM1 TNFa inh 1, hDAT+cocaine -0.67, Candida biofilm 3 and LYP inh 2 8.
Screening COc1ccc(-c2nc(CCNC(=O)c3cccs3)cs2)cc1 returned TNFa cytotox -3, IL1B cytotox 1, cytoskel mod 7, Smad3 inh 0, VCAM1 TNFa inh 0, hDAT+cocaine 1.2, Candida biofilm 11 and LYP inh 2 3.
Screening COc1ccc(C(=O)OCCN2C(=O)c3ccccc3C2=O)cc1 returned TNFa cytotox -23, IL1B cytotox 22, cytoskel mod 7, MT1-MMP txn act 1.1, VCAM1 TNFa inh -8, hDAT+cocaine -0.13 and LYP inh 2 3.
Screening CCOC(=O)c1cnc(-c2ccccc2)nc1Oc1ccc(Cl)c(Cl)c1 returned TNFa cytotox -2, IL1B cytotox -14, cytoskel mod -20, VCAM1 TNFa inh 9, hDAT+cocaine 0.65 and LYP inh 2 -6.
For Cc1ccc(-c2nnc3ccc(SCC(=O)N4CCc5ccccc54)nn23)cc1 the results were TNFa cytotox -27, IL1B cytotox 5, cytoskel mod -2, Smad3 inh -80[fluorescence artefact?], VCAM1 TNFa inh 6, hDAT+cocaine -0.055, Candida biofilm 8 and LYP inh 2 -7.
Screening CCS(=O)(=O)c1nc2ccccc2n1CC(=O)N1CCCCC1 returned TNFa cytotox -21, IL1B cytotox 1, cytoskel mod -3, MT1-MMP txn act 1.2, Smad3 inh 11, VCAM1 TNFa inh 15, hDAT+cocaine -0.0063, Candida biofilm 6 and LYP inh 2 -1.
Screening COc1ccc(Nc2nc(N)nc(CN3CCc4ccccc4C3)n2)cc1 returned TNFa cytotox -4, IL1B cytotox -6, cytoskel mod -10, MT1-MMP txn act 1.1, Smad3 inh -3, VCAM1 TNFa inh 4, hDAT+cocaine 1.2, Candida biofilm 6 and LYP inh 2 3.
For CC1CCCC(C)N1C(=O)C1CC(c2ccc(F)cc2)=NO1 (stereo unspecified) the results were TNFa cytotox -18, IL1B cytotox -8, cytoskel mod 13, MT1-MMP txn act 1.4, Smad3 inh 1, VCAM1 TNFa inh 1, hDAT+cocaine 0.33, Candida biofilm 2 and LYP inh 2 2.
For O=C(NCCC(=O)N1CCN(c2ncccn2)CC1)c1ccccc1 the results were TNFa cytotox -25, IL1B cytotox 22, MT1-MMP txn act 1.1, Smad3 inh 9, VCAM1 TNFa inh -12, hDAT+cocaine 1.3, Candida biofilm 7 and LYP inh 2 -7.
`Cc1cc2c3c(c1)C(C)(c1ccccc1)CC(C)(C)N3C(=O)C21C(C#N)=C(N)OC2=C1C(=O)CC(C)(C)C2` (stereo unspecified) gave TNFa cytotox -2, IL1B cytotox 4, MT1-MMP txn act 1.1, Smad3 inh 20, VCAM1 TNFa inh 9, hDAT+cocaine -0.088, Candida biofilm 11 and LYP inh 2 11.
`COc1cc(C(c2nnnn2C2CCCC2)N2CCc3ccccc3C2)ccc1O` (stereo unspecified) gave TNFa cytotox 4, IL1B cytotox 28, cytoskel mod -29, MT1-MMP txn act 1.1, Smad3 inh -6, VCAM1 TNFa inh -14, hDAT+cocaine 0.6, Candida biofilm 6 and LYP inh 2 -3.
`COc1ccc(C(C(C(=O)c2ccco2)N2CCOCC2)N2CCOCC2)cc1` (stereo unspecified) gave TNFa cytotox -6, IL1B cytotox 0, cytoskel mod 3, MT1-MMP txn act 1.3, Smad3 inh -1, VCAM1 TNFa inh -10, hDAT+cocaine -0.34, Candida biofilm 2 and LYP inh 2 -3.
Screening CCCC(=O)N1CCc2[nH]c3ccccc3c2C1 returned TNFa cytotox -5, IL1B cytotox 14, cytoskel mod 3, MT1-MMP txn act 1.1, Smad3 inh 15[fluorescence artefact?], VCAM1 TNFa inh 14, hDAT+cocaine -0.13, Candida biofilm 7 and LYP inh 2 -4.
`Cc1ccccc1NCC(=O)N/N=C/C(Br)=C/c1ccccc1` gave TNFa cytotox -16, IL1B cytotox 2, cytoskel mod 10, MT1-MMP txn act 1.2, Smad3 inh 5, VCAM1 TNFa inh -1, hDAT+cocaine -0.066, Candida biofilm -4 and LYP inh 2 9.
For O=C(COC(=O)c1cc(S(=O)(=O)N2CCOCC2)cs1)c1ccccc1 the results were IL1B cytotox -1, MT1-MMP txn act 1.1, Smad3 inh -2, hDAT+cocaine -0.45 and LYP inh 2 1.
For COc1cccc(C(=O)N(Cc2ccco2)Cc2cc3cccc(C)c3[nH]c2=O)c1 the results were TNFa cytotox -15, IL1B cytotox 25, cytoskel mod -3, MT1-MMP txn act 1.1, Smad3 inh 1, VCAM1 TNFa inh 15, hDAT+cocaine 0.34, Candida biofilm -5 and LYP inh 2 4.
For C=CCOC(=O)C1=C(C)Nc2ncnn2C1c1cccs1 (stereo unspecified) the results were TNFa cytotox -25, IL1B cytotox 3, cytoskel mod 4, MT1-MMP txn act 1.1, Smad3 inh 14, VCAM1 TNFa inh 9, hDAT+cocaine -1.1, Candida biofilm 4 and LYP inh 2 1.
Screening COC(=O)c1ccc(-n2nnnc2SC)cc1 returned TNFa cytotox 66, IL1B cytotox -8, cytoskel mod 23, MT1-MMP txn act 1.2, Smad3 inh -5, VCAM1 TNFa inh 5, hDAT+cocaine -0.56, Candida biofilm 4 and LYP inh 2 -2.
For O=C(c1ccccc1)n1ccc2ccccc21 the results were MT1-MMP txn act 1.5, Smad3 inh 9, hDAT+cocaine -1.5 and Candida biofilm 6.
`CCCn1nc(C(=O)NCC(C)(C)N2CCOCC2)c2ccccc2c1=O` gave TNFa cytotox 11, IL1B cytotox -2, cytoskel mod -18, MT1-MMP txn act 1, Smad3 inh 19[fluorescence artefact?], VCAM1 TNFa inh 11, hDAT+cocaine 0.47, Candida biofilm 8 and LYP inh 2 -4.
`N=C1C(c2ccccc2)=C(O)CN1c1ccc2c(c1)OCO2` gave TNFa cytotox -43, IL1B cytotox -20, cytoskel mod 1, MT1-MMP txn act 1.4, Smad3 inh 4[fluorescence artefact?], VCAM1 TNFa inh 15, hDAT+cocaine -0.66, Candida biofilm 3 and LYP inh 2 -5.
CCCCN(CCCNC(=O)C1CCN(S(=O)(=O)N2CCOCC2)CC1)Cc1ccccc1 was read as TNFa cytotox 16, IL1B cytotox -64, cytoskel mod -35, MT1-MMP txn act 1.1, Smad3 inh 6, VCAM1 TNFa inh 12, hDAT+cocaine 0.73, Candida biofilm 3 and LYP inh 2 -12.
`COc1ccc(N2CCN(C(=O)COc3ccc4ccccc4c3)CC2)cc1` gave TNFa cytotox -16, IL1B cytotox -32, cytoskel mod -1, MT1-MMP txn act 1.1, Smad3 inh 9, VCAM1 TNFa inh 23, hDAT+cocaine 0.13, Candida biofilm 8 and LYP inh 2 -5.
`CNC(=O)N1CCN(C(=O)NC)CC1` gave TNFa cytotox -40, IL1B cytotox -8, cytoskel mod 24, MT1-MMP txn act 1.1, Smad3 inh 8, VCAM1 TNFa inh 18, hDAT+cocaine 0.058, Candida biofilm 3 and LYP inh 2 -1.
`CCC1(COC(=O)Nc2cccc(Cl)c2)COC1` gave TNFa cytotox -7, IL1B cytotox 7, cytoskel mod -23, MT1-MMP txn act 1.5, Smad3 inh -11, VCAM1 TNFa inh 13, hDAT+cocaine 0.65, Candida biofilm 8 and LYP inh 2 -6.
`COc1ccc(NC(=O)/C(Cl)=C(/Cl)S(=O)(=O)Cc2ccccc2)cn1` gave TNFa cytotox -1, IL1B cytotox -3, cytoskel mod -1, MT1-MMP txn act 0.2, Smad3 inh 4, VCAM1 TNFa inh 28, hDAT+cocaine -0.27, Candida biofilm 5 and LYP inh 2 -14.
CCSc1ncc(/C=N/Nc2ccc(Cl)cc2)n1C was read as TNFa cytotox -18, IL1B cytotox -9, cytoskel mod 0, VCAM1 TNFa inh 22, hDAT+cocaine 0.009 and LYP inh 2 11.
Screening CCc1c(C)sc(NC(=O)C2CCCCC2C(=O)O)c1C(N)=O (stereo unspecified) returned TNFa cytotox 0, IL1B cytotox -165, cytoskel mod 12, MT1-MMP txn act 1.1, Smad3 inh 4, VCAM1 TNFa inh 16, hDAT+cocaine -0.016, Candida biofilm 2 and LYP inh 2 -9.
`CC(C)(C)OC(=O)N1CCC[C@H]1c1nnc(SC/C=C/c2ccccc2)o1` gave TNFa cytotox -17, IL1B cytotox 19, cytoskel mod -2, MT1-MMP txn act 1.2, Smad3 inh 6, VCAM1 TNFa inh -4, hDAT+cocaine 0.13, Candida biofilm 7 and LYP inh 2 0.
O=C(OCCN1C(=O)CCC1=O)c1ccc(S(=O)(=O)N2CCCCC2)cc1 was read as TNFa cytotox 33, IL1B cytotox -1, cytoskel mod -2, MT1-MMP txn act 1.1, Smad3 inh -4, VCAM1 TNFa inh -8, hDAT+cocaine 1.7 and LYP inh 2 10.
For N#CC1=C(SCc2ccccc2Cl)NC(=O)C(C(N)=O)C1 (stereo unspecified) the results were MT1-MMP txn act 1.1, Smad3 inh -8, hDAT+cocaine -1.7 and Candida biofilm -2.
Screening Cc1cccc(N(C)S(=O)(=O)c2ccc3c(c2)CCC(=O)N3)c1 returned TNFa cytotox 2, IL1B cytotox 34, cytoskel mod -4, MT1-MMP txn act 1.1, VCAM1 TNFa inh -4, hDAT+cocaine -0.52 and LYP inh 2 3.

Three successive entries from above, quoted:
O=C(OCCN1C(=O)CCC1=O)c1ccc(S(=O)(=O)N2CCCCC2)cc1 was read as TNFa cytotox 33, IL1B cytotox -1, cytoskel mod -2, MT1-MMP txn act 1.1, Smad3 inh -4, VCAM1 TNFa inh -8, hDAT+cocaine 1.7 and LYP inh 2 10.
For N#CC1=C(SCc2ccccc2Cl)NC(=O)C(C(N)=O)C1 (stereo unspecified) the results were MT1-MMP txn act 1.1, Smad3 inh -8, hDAT+cocaine -1.7 and Candida biofilm -2.
Screening Cc1cccc(N(C)S(=O)(=O)c2ccc3c(c2)CCC(=O)N3)c1 returned TNFa cytotox 2, IL1B cytotox 34, cytoskel mod -4, MT1-MMP txn act 1.1, VCAM1 TNFa inh -4, hDAT+cocaine -0.52 and LYP inh 2 3.
